Assay outcomes: PubChem BioAssay, Sanford-Burnham Center for Chemical Genomics
MPTP inh: blocks calcium-induced mitochondrial swelling. isolated mouse mitochondria, Ca2+ swelling absorbance, 30 min. inhibition, % at 10 µM. 360,000 tested, 1.4% active;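 active means inhibition of 50% or more, scaled per plate between neutral and stimulator controls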;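 further: 0% = DMSO wells given calcium and 100% = 1 mM EGTA wells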
APOBEC3A inh: human APOBEC3A DNA deaminase inhibition. 330,000 tested, 0.41% active. recombinant A3A, FAM/TAMRA ssDNA deamination fluorescence. P31941. inhibition, % at 20 µM;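 active means at least 40% inhibition at 20 µM here, with at most 30% in a related deaminase screen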;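 further: plate controls were A3A with DMSO for no effect and wells lacking A3A enzyme for full effect; some results filed as inactive read as strong as hits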
mIAP block: blocks mouse intestinal alkaline phosphatase | purified mouse IAP, CDP-Star luminescence, 30 min | inhibition, % at 10 µM | 330,000 tested, 0.2% active | AID 2806;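 active means inhibition of at least 40% at 10 µM in the primary screen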;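 further: plate controls were DMSO with enzyme for no effect and no enzyme wells for full effect; values of inactives mirror those of a sister screen read the other way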
mIAP activ: mouse IAP activation. activation factor at 10 µM. AID 2805. muIAP, CDP-Star luminescence, 30 min; stronger effect = higher value; 1 = vehicle-only enzyme signal, 0 = enzyme-free wells. 330,000 tested, 0.24% active;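 active means activation factor of at least 2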; further: the source names both 10 and 20 µM as test concentration; values of inactives mirror those of a sister screen read the other way
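also added = chemiluminescent substrate CDP-Star | test system = mouse IAP enzyme | signal = chemiluminescence readout | compound = DMSO-dissolved test compounds | incubation = 30 min at room temperature | benchmarks = DMSO wells, no-enzyme wells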
hIAP activ: increases human intestinal alkaline phosphatase activity; 330,000 tested, 0.16% active; purified human IAP, CDP-Star luminescence, 30 min; stronger effect = higher value; 1 = vehicle-only enzyme, 0 = enzyme-free background; P09923; activation factor at 10 µM;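 active means activation factor of the enzyme at least 2-fold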; further: the source names both 10 and 20 µM as test concentration; values of inactives mirror those of a sister screen read the other way
Target sequence (P09923 whole entry, looked up): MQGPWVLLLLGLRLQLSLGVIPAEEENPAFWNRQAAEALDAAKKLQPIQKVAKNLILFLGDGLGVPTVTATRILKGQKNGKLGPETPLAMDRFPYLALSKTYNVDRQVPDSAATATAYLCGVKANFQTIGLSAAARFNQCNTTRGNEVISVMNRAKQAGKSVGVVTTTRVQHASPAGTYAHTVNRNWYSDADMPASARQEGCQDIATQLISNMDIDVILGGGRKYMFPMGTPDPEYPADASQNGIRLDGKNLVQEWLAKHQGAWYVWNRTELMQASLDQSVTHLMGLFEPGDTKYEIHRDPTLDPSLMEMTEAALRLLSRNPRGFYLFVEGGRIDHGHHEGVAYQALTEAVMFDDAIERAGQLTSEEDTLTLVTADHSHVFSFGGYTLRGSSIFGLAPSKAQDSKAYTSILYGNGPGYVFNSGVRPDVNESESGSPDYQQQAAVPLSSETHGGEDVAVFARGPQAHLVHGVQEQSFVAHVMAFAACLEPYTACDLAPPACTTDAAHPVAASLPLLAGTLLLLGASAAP
MIN6 prolif: inducers of beta-cell replication in MIN6 cells | MIN6 cells proliferation, ATPlite luminescence, 48 h; cells starved in 0.2% serum; 100% = growth in 10% serum | proliferation, % at 10 µM | 330,000 tested, 0.29% active | AID 2380;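 active means compounds whose signal lies at least 3.5 SD above the mean of all wells on their plate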;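 further: 0% = DMSO-treated cells in low-serum medium and 100% = 10% serum control; some compounds called inactive have numbers as strong as hits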
GRIN3A LBD mod: modulates the human NR3A ligand-binding domain. NR3A LBD differential scanning fluorimetry, Tm shift; 0% = protein alone, 100% = glycine-bound protein. Tm shift relative to glycine control, % at 25 µM. 340,000 tested, 2.5% active;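 active means melting temperature shift of at least 10% of the positive control shift, at one fixed dose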
APOBEC3G inh: blocks human APOBEC3G single-stranded DNA deamination. AID 493012. recombinant A3G, ssDNA deamination FAM/TAMRA fluorescence. inhibition, % at 20 µM. 330,000 tested, 0.28% active;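 active means inhibition of at least 40% at 20 µM, with no more than 30% in the related APOBEC3A deaminase screen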;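 further: plate controls were DMSO wells with A3G for no effect and wells lacking A3G enzyme for full effect; some compounds called inactive have numbers as strong as hits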
Target sequence (Q9HC16 whole entry, looked up): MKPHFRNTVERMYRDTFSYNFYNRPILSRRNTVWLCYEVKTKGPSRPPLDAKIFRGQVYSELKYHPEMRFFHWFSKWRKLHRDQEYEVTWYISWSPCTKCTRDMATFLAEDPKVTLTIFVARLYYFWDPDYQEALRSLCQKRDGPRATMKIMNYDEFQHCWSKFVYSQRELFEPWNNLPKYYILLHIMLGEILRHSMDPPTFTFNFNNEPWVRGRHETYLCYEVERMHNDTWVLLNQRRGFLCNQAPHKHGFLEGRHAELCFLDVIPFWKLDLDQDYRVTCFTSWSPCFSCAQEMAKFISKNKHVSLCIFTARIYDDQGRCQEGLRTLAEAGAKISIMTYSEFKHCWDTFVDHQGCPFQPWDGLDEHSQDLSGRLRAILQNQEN
hIAP inh: human IAP inhibition. P09923. purified IAP, CDP-Star luminescence, 30 min. inhibition, % at 10 µM. 330,000 tested, 0.12% active;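 active means inhibition reaching a set limit with compound at 10 µM in the primary screen, cut at about 35% in these data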;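 further: plate controls were DMSO wells with enzyme for no effect and no-enzyme buffer wells for full effect; values of inactives mirror those of a sister screen read the other way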
* marks the source's active call; other numbers are inactive results; . = no result given.

structure,GRIN3A LBD mod,MIN6 prolif,hIAP activ,mIAP activ,APOBEC3G inh,hIAP inh,MPTP inh,APOBEC3A inh,mIAP block
COc1cccc(CN(C)C(=O)CCNC(=O)c2ccco2)c1,1.2,-3.5,1.15,0.982,-3.5,-15.4,-1.3,2.6,1.8
COc1ccc(-c2csc(Nc3ccc(S(N)(=O)=O)cc3)n2)cc1,22.7*,-4.9,1.13,1.15,-4.2,-13.3,0.0,1.8,-14.7
COc1ccc(NC(=S)NCC(c2ccco2)N2CCCC2)cc1 (stereo unspecified),-0.6,-0.1,0.934,1.09,-6.5,6.6,-0.5,-4.1,-8.9
Cc1ccc(CNC(=O)C2(C)Oc3ccccc3NC2=O)cc1 (stereo unspecified),-10.5,-2.0,0.925,0.994,-2.6,7.5,-2.5,-1.1,0.6
Cc1nc2cc(C(F)(F)F)ccc2n1CCNc1nc(-c2ccc([N+](=O)[O-])c(Cl)c2)cs1,25.0*,-7.1,0.985,1.01,-5.7,1.5,-0.2,-1.4,-1.4
CCn1nnnc1-c1ccc(OC)c(S(=O)(=O)NCc2ccccc2)c1,0.2,3.9,1.05,1.01,6.6,-4.6,0.1,-4.0,-1.2
Fc1ccccc1CCNc1nnnn1-c1ccccc1,2.6,2.3,0.925,0.921,1.1,7.5,1.4,3.3,7.9
O=C(/C=C/c1cccnc1)c1ccccc1O,15.0*,-3.0,0.938,0.964,3.4,6.2,0.0,1.5,3.6
O=C(Nc1ccccc1F)c1ccccc1-c1ccc(C(F)(F)F)cc1,8.6,0.0,0.951,1,-8.2,4.9,39.1,2.2,-0.1
COc1cccc(NC(C(=O)Nc2cccc(C(C)=O)c2)c2ccccc2)c1 (stereo unspecified),-3.0,-0.4,1.07,0.992,2.3,-7.0,1.6,8.2,0.8
COc1cccc(NC(=O)CNc2cc(S(=O)(=O)N3CCOCC3)ccc2N2CCCC2)c1,1.7,-6.8,1.04,1.02,2.9,-4.2,-2.1,0.2,-1.8
CCc1ccc(NC(=O)CN2C(=O)COc3ccc(S(=O)(=O)N4CCCC4)cc32)cc1,0.8,-1.7,1.17,1.06,-7.4,-17.3,1.0,-5.9,-6.0
Cc1cc(=O)n2c(n1)SCOC2,-0.6,-3.0,0.987,0.988,-11.8,1.3,1.3,-2.8,1.2
N/C(=N\OC(=O)c1ccc(F)cc1)c1ccccc1,-3.9,-6.1,0.912,0.938,-6.2,8.8,-0.3,4.1,6.2
O=C(O)CCN1C(=O)/C(=C\c2cccc(OCc3ccccc3)c2)SC1=S,10.9*,-2.5,0.866,0.968,-0.2,13.4,-0.6,2.4,3.2
CCc1ccccc1NC(=S)NN,.,-0.2,0.991,0.826,-5.3,0.9,.,-0.7,17.4
O=C(c1cc(-c2ccc(Cl)c(Cl)c2)on1)N1CCN(c2ccccc2)CC1,2.1,0.3,1.17,1.01,-2.3,-17.0,2.0,-1.5,-1.3
CCc1ccc2c(COC(=O)c3n[nH]c4ccccc34)cc(=O)oc2c1,0.3,-4.0,1.14,0.972,2.7,-14.4,7.2,1.6,2.8
O=S(=O)(Cc1ccccc1Cl)NCc1ccccc1,0.7,4.1,1.02,0.968,3.5,-2.3,0.5,-0.4,3.2
Clc1ccc(C2=Nn3c(nnc3-c3cccnc3)SC2)s1,-0.7,4.5,1.22,1.11,-4.3,-21.7,-0.6,-3.2,-10.8

Next part; the last four above are carried over.
structure,GRIN3A LBD mod,MIN6 prolif,hIAP activ,mIAP activ,APOBEC3G inh,hIAP inh,MPTP inh,APOBEC3A inh,mIAP block
O=C(c1cc(-c2ccc(Cl)c(Cl)c2)on1)N1CCN(c2ccccc2)CC1,2.1,0.3,1.17,1.01,-2.3,-17.0,2.0,-1.5,-1.3
CCc1ccc2c(COC(=O)c3n[nH]c4ccccc34)cc(=O)oc2c1,0.3,-4.0,1.14,0.972,2.7,-14.4,7.2,1.6,2.8
O=S(=O)(Cc1ccccc1Cl)NCc1ccccc1,0.7,4.1,1.02,0.968,3.5,-2.3,0.5,-0.4,3.2
Clc1ccc(C2=Nn3c(nnc3-c3cccnc3)SC2)s1,-0.7,4.5,1.22,1.11,-4.3,-21.7,-0.6,-3.2,-10.8
Cc1nc(SCC(=O)Nc2ccnc3ccccc23)n[nH]1,2.7,-1.6,1.03,0.912,-6.9,-2.9,5.5,-4.7,8.8
COc1cc(NC(=O)Cn2cnc(C(=O)Nc3ccc(C)c(C)c3)n2)cc(OC)c1OC,8.6,.,.,1.07,-1.1,.,5.6,0.4,-7.0
CC(=O)N1CCN(C(=O)c2cc(-c3ccc(Cl)s3)nc3ccccc23)CC1,.,0.4,1.05,0.907,-6.5,-5.4,-1.0,-4.3,9.3
COc1ccc(N2C(=O)CC(N3CCC(O)(c4ccc(Br)cc4)CC3)C2=O)cc1 (stereo unspecified),0.2,-0.3,1.19,1.05,-5.8,-19.0,4.3,-6.3,-5.0
COc1cc(C2N(c3cc(C)on3)C(=O)C3CCCN32)cc(OC)c1OC (stereo unspecified),-0.8,-1.4,1.03,0.894,-2.7,-3.2,-0.5,0.8,10.6
NC(=O)Cn1c(=O)n(Cc2ccco2)c(=O)c2c3c(sc21)CCCCC3,-12.3,-0.2,0.87,0.709,59.5,13.0,-0.5,88.1,29.1
Cc1ccccc1OCc1nnc(SCC(=O)Nc2ccc3c(c2)OCO3)n1C,1.2,-4.5,0.88,1.09,-4.8,12.0,1.3,2.2,-8.6
CCOc1ccccc1NC(=O)CCn1nc(C)c(S(=O)(=O)N2CCCCC2)c1C,-1.1,1.9,1.33,1,-5.6,-32.8,-1.0,-4.6,0.0
Cc1ccc(C(=O)NC(=S)NNC(=O)COc2ccccc2C)cc1,0.4,-5.2,1.26,0.882,7.3,-25.7,10.7,-1.3,11.8
COC(=O)C1=C(N)c2c(F)cccc2C1(C#N)c1ccc(F)cc1 (stereo unspecified),0.7,3.5,1.06,0.969,-3.8,-5.9,-2.0,-7.0,3.1
O=C1C(=O)N(C2CCCC2)C(=O)N1Cc1c(F)cccc1Cl,2.0,-3.5,1.05,1.1,0.8,-5.3,-0.8,3.5,-10.4
Cc1cc(NS(=O)(=O)c2ccc(NC(=O)CSc3nc4ncc(Cl)cc4[nH]3)cc2)nc(C)n1,-4.8,1.1,0.814,0.845,-6.0,18.6,0.5,-2.5,15.5
CCCN(CCC)S(=O)(=O)c1ccc(C(=O)O)cc1,0.3,4.9,0.942,1,-4.9,5.8,0.0,-5.8,0.0
O=C(CN1C(=O)C2CC=CCC2C1=O)Nc1nc2ccccc2[nH]1 (stereo unspecified),0.5,-0.6,1.1,0.798,-7.8,-10.1,-0.1,-5.5,20.2
Cc1cc(C(=O)Nc2cccc(C)c2C)n(-c2ccccc2)n1,-0.3,-3.8,1.14,0.964,-3.9,-14.4,0.3,0.0,3.6
COc1ccc(N2C(=O)CC(NCc3cccc(F)c3)C2=O)cc1 (stereo unspecified),4.2,-4.0,1.13,0.967,-2.4,-13.4,0.9,3.0,3.3
O=C(CO/N=C1\CCCc2nonc21)Nc1ccccc1Cl,-1.2,0.4,0.961,1.01,0.5,3.9,5.0,3.5,-0.6
O=C(NCc1ccc(F)cc1)c1ccc(S(=O)(=O)N2CCCCC2)cc1,-1.0,-3.7,0.991,1.05,-8.3,0.9,-2.9,2.4,-4.8
CCOC(Cn1c(SCC(=O)Nc2cc(C)on2)nc2ccccc2c1=O)OCC,0.1,-1.6,1.1,0.945,-2.6,-10.2,-0.6,-2.7,5.5
CCCn1nnnc1NCc1ccccc1OCC,-1.2,0.7,0.735,1.02,-2.3,26.5,1.0,-6.6,-1.6
CCn1c(-c2csc3c2CCCC3)n[nH]c1=S,-1.0,0.8,1.03,0.865,33.6,-2.7,0.2,-4.4,13.5
O=S(=O)(NCc1ccccc1)c1ccc(S(=O)(=O)N(Cc2ccccn2)Cc2ccco2)cc1,4.0,0.8,1.16,0.987,-4.8,-16.4,0.8,-5.1,1.3
Cc1cccc(C)c1OCc1cc(C(=O)N2CCN3CCCC3C2)no1 (stereo unspecified),12.6*,-3.6,0.98,0.989,-13.2,2.0,-1.6,-6.1,1.1
Cc1cc(C(=O)O)ccc1-c1ccc(CO)o1,4.9,1.0,1.04,0.967,-4.5,-3.7,-1.4,-2.7,3.3
Cc1ccc(Nc2nc(Cl)c(C=O)s2)cc1Cl,21.3*,-6.1,0.828,0.81,0.4,17.2,23.2,-3.6,19.0
Cc1c(NC2=CC(=O)CC(C)(C)C2)ccc([N+](=O)[O-])c1C,-1.1,-0.8,1.1,1.03,2.5,-9.8,0.4,-0.6,-2.6
Cc1nc2ccc(NC(=O)c3sccc3C)cc2s1,32.4*,1.0,0.92,0.889,-7.8,8.0,-2.0,-6.4,11.1
O=C(O)c1cncc(C#CCC2CCCCC2)c1,1.9,-0.7,0.942,1.05,-3.0,5.8,4.0,-0.9,-4.9
CCS(=O)(=O)N1CCCC(C(=O)NC2CCCCC2)C1 (stereo unspecified),1.3,-2.2,1.06,1.06,-1.2,-6.3,0.0,-1.1,-6.1
O=C(COC(=O)c1ccc(F)c(S(=O)(=O)N2CCOCC2)c1)NCCc1ccccc1,-0.5,0.0,1.04,0.97,-3.4,-4.5,0.0,1.6,3.0
O=C(COc1ccccc1Cl)Nc1cccc(S(=O)(=O)N2CCCC2)c1,-5.1,-1.9,1.06,1.19,-5.2,-5.8,3.7,-1.3,-18.8
Cc1ccc(/C=N/Nc2nc(C)cc(C)n2)cc1,3.6,0.1,0.832,0.903,-3.6,16.8,-2.7,1.1,9.7
CCO[C@@H]1OC(C(=O)NCc2nc3ccccc3[nH]2)=C[C@H](C2CC2)[C@H]1CCCO,-0.6,-3.1,0.927,0.964,-3.6,7.3,-0.8,0.0,3.6
Cc1nn(-c2ccccc2)c(NC(=O)c2ccccc2)c1Br,-5.8,-5.3,1.05,0.951,-7.1,-4.9,1.6,0.9,4.9
O=C(NNC(=O)C1CC1)c1cc(Br)c(Br)s1,-1.2,-2.7,1.06,0.85,-2.9,-6.0,44.7,1.0,15.0
CC(C)(C)c1ccc(C(=O)NC2CCN(Cc3ccccc3)CC2)cc1,0.1,-2.9,1.12,0.981,-10.0,-11.9,-0.4,-3.7,1.9
Cc1ccc(S(=O)(=O)NCCC(=O)NC(C)CCc2ccccc2)cc1 (stereo unspecified),-4.6,5.8,1.17,0.985,-11.0,-17.0,-2.0,-4.3,1.5
O=C(Nc1ccc(Cl)cc1Cl)c1csc(-c2cccnc2)n1,-0.4,-2.1,0.948,0.778,-10.0,5.2,-0.6,-3.8,22.2
CC(C)CN(C(=O)c1ccco1)C1CCS(=O)(=O)C1 (stereo unspecified),2.6,4.3,0.909,0.875,-9.5,9.1,-1.4,-3.3,12.5
CCOC(=O)CSc1ncc(-c2cccc(Cl)c2)cn1,-0.3,-2.8,1.02,0.984,12.7,-2.5,-0.7,-1.7,1.6
